TrxR1 inh – qHTS Assay for Inhibitors of Mammalian Selenoprotein Thioredoxin Reductase 1 (TrxR1): qHTS. Thioredoxin reductase 1, cytoplasmic (Rattus norvegicus), O89049. recombinant rTrxR1, NADPH fluorescence consumption, selenite substrate. Potency, µM (doses to about 114 µM), for the others: top-dose activity change, negative = inhibition, usual class: inhibitors. actives 1% (n = 390,000). AID 588453, 2011; note: potency is the fitted concentration of half-maximal effect; % is set by controls: 0 for no effect and ±100 for the full control effect; nearly all actives have a fitted effect of over 65% in size
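Rat TrxR1 (90 nM in the dispensed reagent) was pre-reduced with 400 uM NADPH for 5 min at room temperature, then incubated with compound for 15 min. After 400 uM selenite was added, NADPH fluorescence (Ex 340/Em 450 nm) was followed for 8 min.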
TRHR agonist – qHTS for Small Molecule Agonists and Allosteric Enhancers of Human TRH Receptor: Primary Screen for Agonists; actives 0.18% (n = 360,000); Thyrotropin-releasing hormone receptor (Homo sapiens), P34981; activation, % at 2 µM; AID 493084, 2011; TRHR cells, calcium flux fluo-8, FDSS agonist mode; in the data active = activation above about 30%; note: 0% is about no effect
Target sequence (P34981 whole entry, looked up): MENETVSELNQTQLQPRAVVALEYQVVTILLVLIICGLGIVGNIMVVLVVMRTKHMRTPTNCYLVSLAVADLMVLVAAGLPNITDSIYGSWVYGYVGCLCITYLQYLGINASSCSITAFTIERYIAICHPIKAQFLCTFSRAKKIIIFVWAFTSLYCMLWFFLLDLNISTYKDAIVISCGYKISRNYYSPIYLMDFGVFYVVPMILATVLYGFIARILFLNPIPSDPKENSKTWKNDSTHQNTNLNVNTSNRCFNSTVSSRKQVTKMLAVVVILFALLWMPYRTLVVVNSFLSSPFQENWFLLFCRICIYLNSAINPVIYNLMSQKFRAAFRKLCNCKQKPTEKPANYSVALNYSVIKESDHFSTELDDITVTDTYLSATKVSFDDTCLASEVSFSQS
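Read-out: compound-evoked intracellular calcium rise in TRHR cells, fluo-8 dye, kinetic FDSS fluorescence at 1 s/cycle following a 10-cycle baseline. Cells cultured overnight before dye loading (30 min–1.5 h, RT).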
IDH1 R132H inh – qHTS for Inhibitors of mutant isocitrate dehydrogenase 1 (IDH1): qHTS; actives 0.093% (n = 390,000); Isocitrate dehydrogenase [NADP] cytoplasmic (Homo sapiens), O75874; Potency, µM (top dose mostly 76.6 µM), for the others: at the top dose activity change, negative = inhibition, usual class: inhibitors; IDH1-R132H enzyme, NADPH consumption, diaphorase/resazurin fluorescence; note: potency is the fitted concentration of half-maximal effect; % is set by controls: 0 for no effect and ±100 for the full control effect; nearly all actives have a fitted effect of over 65% in size
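IDH1-R132H (0.5 ug/mL) preincubated 30 min with compound, then NADPH (0.016 mM) and alpha-KG (2 mM) added; 80 min at RT, pH 7.5. Remaining NADPH coupled via diaphorase/resazurin to fluorescence (540/590 nm); concentration-response curves normalized to no-enzyme control.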
D2 antag – HTS Assay for Allosteric Antagonists of the Human D2 Dopamine Receptor: Primary Screen for Antagonists; D(2) dopamine receptor (Homo sapiens), P14416; HEK293 TREx D2 cells, calcium flux, dopamine EC80; inhibition, % at 10 µM; actives 2% (n = 340,000); AID 485344, 2010; in the data active = inhibition above about 30%; note: 0% is about no effect
Target sequence (P14416 whole entry, looked up): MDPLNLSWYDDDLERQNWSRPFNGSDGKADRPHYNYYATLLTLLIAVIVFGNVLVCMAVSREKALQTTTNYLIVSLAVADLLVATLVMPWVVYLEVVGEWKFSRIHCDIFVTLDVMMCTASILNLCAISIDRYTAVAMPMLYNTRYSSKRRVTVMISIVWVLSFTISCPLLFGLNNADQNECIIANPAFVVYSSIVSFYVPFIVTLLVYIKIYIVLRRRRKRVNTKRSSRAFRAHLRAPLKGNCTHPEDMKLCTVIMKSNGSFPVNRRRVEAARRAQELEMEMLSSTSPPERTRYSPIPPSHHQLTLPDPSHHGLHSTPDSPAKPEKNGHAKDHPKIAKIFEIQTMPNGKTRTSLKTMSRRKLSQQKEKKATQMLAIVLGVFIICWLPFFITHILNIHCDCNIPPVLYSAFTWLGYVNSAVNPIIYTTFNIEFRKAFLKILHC
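Inhibition of EC80 dopamine-driven calcium flux, recorded kinetically, defines activity here; cells are a tetracycline-induced HEK293 T-REx line expressing force-coupled D2.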
TrxR1 substrate – qHTS Assay for Substrates of Mammalian Selenoprotein Thioredoxin Reductase 1 (TrxR1): qHTS; actives 0.01% (n = 390,000); Thioredoxin reductase 1, cytoplasmic (Rattus norvegicus), O89049; purified TrxR1 substrate turnover, NADPH consumption readout; Potency, µM (top dose mostly 114 µM), inactives show at the top dose activity change, negative = substrate turnover; AID 588456, 2011; note: potency is the fitted concentration of half-maximal effect; % is set by controls: 0 for no effect and ±100 for the full control effect; nearly all actives have a fitted effect of over 50% in size
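Rat TrxR1, dispensed at 90 nM, was prereduced with 400 uM NADPH (final) for 5 min at ~22 deg C, then incubated with compound 15 min before 400 uM selenite. A first-read NADPH fluorescence drop versus no-compound background flagged substrates.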
TRHR enhancer – qHTS for Small Molecule Agonists and Allosteric Enhancers of Human TRH Receptor: Primary Screen for Enhancers; Thyrotropin-releasing hormone receptor (Homo sapiens), P34981; TRHR cells, fluo-8 calcium fluorescence, EC20 TRH enhancement; enhancement, % at 2 µM; actives 0.66% (n = 360,000); AID 493056, 2011; in the data active = enhancement above about 30%; note: 0% is about no effect
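Enhancer read-out: after compound pinning and an initial kinetic agonist-mode read, an EC20 of TRH (10 nM final) was injected and fluo-8 calcium signal (Ex 480/Em 530) followed at 1 s/cycle for 100 cycles in TRHR-expressing cells.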
Pin1 inh – qHTS Assay to Find Inhibitors of Pin1; AID 504891, 2011; Pin1 FP peptide displacement, HiFluor488, 10 min; actives 0.009% (n = 390,000); Potency, µM (doses to about 115 µM), for the others: top-dose activity, negative = inhibition, most hits filed as inhibitors; active = well fitted inhibition curve with a large enough effect in the polarisation, with a control signal flat, not every such curve was filed as active; inconclusive = small, poorly fitted or top-dose-only effect, or effect the other way, or a change in a side signal; inactive = no such curve, though single readings can be large or run the other way; the % refers to the polarisation; note: potency is the fitted concentration of half-maximal effect; % is set by controls: 0 for no effect and ±100 for the full control effect
Target sequence (Q13526 whole entry, looked up): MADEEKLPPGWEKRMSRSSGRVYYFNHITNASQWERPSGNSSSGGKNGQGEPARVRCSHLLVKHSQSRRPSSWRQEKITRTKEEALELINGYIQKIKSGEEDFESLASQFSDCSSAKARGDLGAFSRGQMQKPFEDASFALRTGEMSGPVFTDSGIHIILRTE
USP1 inh – Inhibitors of USP1/UAF1: Primary Screen. Potency, µM (titrated, usually from 57.1 µM), without a hit: top-dose activity change, negative = inhibition, usual class: inhibitors. actives 0.23% (n = 390,000). Ubiquitin carboxyl-terminal hydrolase 1 (Homo sapiens), O94782. recombinant USP1/UAF1, Ub-Rhodamine cleavage fluorescence. AID 743255, 2014; note: potency is the fitted concentration of half-maximal effect; % is set by controls: 0 for no effect and ±100 for the full control effect; nearly all actives have a fitted effect of over 60% in size; inactives centre near -12
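Step one: compound is pinned into 1nM USP1/UAF1 in HEPES pH 7.8 buffer with TCEP. Step two: 15 min room-temperature incubation. Step three: Ub-Rho (150nM final) starts cleavage, tracked by fluorescence over six one-minute reads.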
D2 ag – HTS Assay for Allosteric Agonists of the Human D2 Dopamine Receptor: Primary Screen for Agonists | D(2) dopamine receptor (Homo sapiens), P14416 | HEK293 T-REx D2 cells, calcium flux agonist mode | activation, % at 2 µM | actives 0.53% (n = 340,000);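 active = activation over 3 SD above normal in the single-dose calcium agonist read, cut at about 30% in these data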; note: 0% is about no effect
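Agonism scored from kinetic calcium signal (1 read/sec, 180 s) following compound pin transfer, after a 10 s baseline. Cells: HEK293 Trex line expressing inducible D2 receptor coupled to calcium, dye-loaded after overnight culture at 30 C.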
Active calls of the source: *; ? = inconclusive; · = not tested or not shown; & = joins results of further samples; [ ] = dose if it differs, or a comment. Unless noted, calls come from the whole dose curve; as a rule, active = well fitted inhibition curve with a large enough effect; inconclusive = small, poorly fitted or top-dose-only effect; inactive = no such curve, though single readings can be large or run the other way. The list is partial; count on the stated rates, not on these rows.

Second line of a record – TrxR1 inh	TRHR agonist	IDH1 R132H inh	D2 antag	TrxR1 substrate	TRHR enhancer	Pin1 inh	USP1 inh	D2 ag
> COc1cc([N+](=O)[O-])ccc1NC(=O)c1cccc(NC(=O)C(C)C)c1
  5%[57.1 µM]	-0.6	2%	2	-6%	0	4%	-11%	-0.5
> Cc1cc2ncc(S(=O)(=O)c3ccccc3)c(N)n2n1
  16%[57.1 µM]	-0.1	20%	5	-8%	-7	-2%	-5%	1.7
> CCOc1c(Cl)cc(CNCc2ccccn2)cc1OC
  26%	0.8	2%	5	7%	-7	2%	-25%	-0.1
> Cc1cc(C(C)(C)C)ccc1OCCn1ccnc1
  10%[57.1 µM]	0.0	7%	·	-4%	-2	-5%	-8%	·
> O=[N+]([O-])c1cccc(/C=N\N2CCN(c3ccc(Cl)cc3)CC2)c1
  24%	-0.7	7%	9	-8%[57.1 µM]	7	0%	-14%	-0.3
> N#CCSc1nnc(C2CCCCC2)n1-c1ccccc1
  4%	0.0	-2%	4	-3%	-3	4%	-2%	-1.6
> CCOc1ccccc1CNC(=O)CN1C(=O)CCc2cc(S(=O)(=O)N3CCCCC3)ccc21
  8%[57.1 µM]	-0.6	0%	·	2%[57.1 µM]	2	-2%	-11%	·
> O=C(O)CN1C(=O)/C(=C\c2cn(-c3ccccc3)nc2-c2ccccc2)SC1=S
  -2%	-0.2	-17%	0	-8%	-11	43µM*	4%	0.3
> COc1ccc(-c2oc(/N=C/N3CCCC3)c(C#N)c2-c2ccc(OC)cc2)cc1
  35%[57.1 µM]	0.3	6%	-10	4%[57.1 µM]	-2	-2%	-9%	-1.1
> CC(C)(C)S(=O)(=O)/C(C#N)=N/Nc1ccc(C#N)cc1
  -38%	2.0	7%	-9	-23%[57.1 µM]	7	-6%	-19%	1.5
> O=C(N/N=C/c1cccc(C(F)(F)F)c1)c1ccc(O)cc1
  1%[57.1 µM]	-0.3	2%	5	1%[57.1 µM]	-2	-1%	-24%	1.2
> CCOC(=O)c1ccc(N2C(=O)c3n[nH]c(-c4cccs4)c3C2c2ccc(OCC)cc2)cc1 (centres undefined)
  13%	3.1	-2%	·	-2%	23	36%[activator]	-21%	1.3
> Cc1ccc(-c2nn(CCC(=O)NC(C)C)c(=O)c3ccccc23)cc1
  12%	-1.6	-1%	-10	-4%	-4	0%	-11%	-1.4
> CCOC(=O)c1c(CN2CCOCC2)n(-c2ccccc2)c2cc(Br)c(OC)cc12
  -6%	-0.9	-6%	0	-11%	1	-10%	-17%	-0.1
> Cc1c(C(=O)NC(=S)Nc2ccc(NC(=O)c3cccs3)cc2)oc2ccccc12
  16%	0.2	0%	25	5%	3	-4%	-6%	0.6
> CCc1c(C)nc2c(-c3ccccc3)c(C)nn2c1Nc1ccc(NC(C)=O)cc1
  21%	2.3	-2%	-3	-1%	0	?	-26%	7.7
> Cc1ccc2cc(COC(=O)c3cccc([N+](=O)[O-])c3)c(=O)[nH]c2c1
  -13%	0.1	-3%	-6	-4%	-9	-1%	-10%	-1.7
> CN1OC[C@@H]2CN(C(=O)CCc3ccccc3)[C@H](c3cccc(Oc4ccccc4)c3)C[C@@H]21
  14%	·	17%	·	5%	·	-6%	-25%	·
> CC(C)NC(=O)N1CCN(c2ccncc2S(=O)(=O)N2CCCCC2)CC1
  15%	-0.3	-7%	·	3%	11	-3%	-23%	·
> C[C@H]1[C@@H](c2ccccc2)Oc2ccc(Cl)cc2S(=O)(=O)N1Cc1ccc(F)cc1F
  31%	·	4%	·	2%	·	1%	-21%	·

Quoted from the listing.
CCc1c(C)nc2c(-c3ccccc3)c(C)nn2c1Nc1ccc(NC(C)=O)cc1 – USP1 inh: -26%
Cc1ccc2cc(COC(=O)c3cccc([N+](=O)[O-])c3)c(=O)[nH]c2c1 – D2 antag: -6

The main list resumes; the seven compounds before the break are reprinted first.
Second line of a record – TrxR1 inh	TRHR agonist	IDH1 R132H inh	D2 antag	TrxR1 substrate	TRHR enhancer	Pin1 inh	USP1 inh	D2 ag
> CCOC(=O)c1c(CN2CCOCC2)n(-c2ccccc2)c2cc(Br)c(OC)cc12
  -6%	-0.9	-6%	0	-11%	1	-10%	-17%	-0.1
> Cc1c(C(=O)NC(=S)Nc2ccc(NC(=O)c3cccs3)cc2)oc2ccccc12
  16%	0.2	0%	25	5%	3	-4%	-6%	0.6
> CCc1c(C)nc2c(-c3ccccc3)c(C)nn2c1Nc1ccc(NC(C)=O)cc1
  21%	2.3	-2%	-3	-1%	0	?	-26%	7.7
> Cc1ccc2cc(COC(=O)c3cccc([N+](=O)[O-])c3)c(=O)[nH]c2c1
  -13%	0.1	-3%	-6	-4%	-9	-1%	-10%	-1.7
> CN1OC[C@@H]2CN(C(=O)CCc3ccccc3)[C@H](c3cccc(Oc4ccccc4)c3)C[C@@H]21
  14%	·	17%	·	5%	·	-6%	-25%	·
> CC(C)NC(=O)N1CCN(c2ccncc2S(=O)(=O)N2CCCCC2)CC1
  15%	-0.3	-7%	·	3%	11	-3%	-23%	·
> C[C@H]1[C@@H](c2ccccc2)Oc2ccc(Cl)cc2S(=O)(=O)N1Cc1ccc(F)cc1F
  31%	·	4%	·	2%	·	1%	-21%	·
> CCN1CCN(C(=S)Nc2ccc3nc(N4CCN(C)CC4)cc(C)c3c2)CC1
  -14%	-0.1	-2%	5	-1%	9	-3%	-3%	1.3
> NC(=O)c1oc2ccccc2c1NC(=O)C1CC(=O)N(c2ccccc2)C1 (centres undefined)
  -2%	-0.1	-1%	-9	-1%	3	0%	-21%	0.2
> COc1cccc(CNc2ncnc3cc(OC)c(OC)cc23)c1
  19%[57.1 µM]	0.2	1%	-21	12%[57.1 µM]	1	-2%	-14%	-0.7
> S=c1[nH]nc(COc2ccccc2)n1-c1ccc(Cl)cc1
  ?	·	-1%	·	-13%	·	0%	-9%	·
> COc1ccc(CCNC(=O)CCCn2c(=O)c3ccccc3n(Cc3ccccc3C#N)c2=O)cc1OC
  12%	-0.6	4%	·	5%	-2	2%	-20%	-1.1
> O=C(O)c1ccccc1C(=O)N(Cc1ccccc1)Cc1ccccc1
  -9%	0.5	1%	-14	-2%	11	-13%	-1%	-0.4
> Cc1nn(CC(=O)NCC2CCCO2)c(C)c1[N+](=O)[O-] (centres undefined)
  25%	1.1	12%	10	10%	4	-1%	?	0.9
> CCCCN(CCCC)C1=C(C(=O)c2ccccc2)N(CC)S(=O)(=O)c2ccccc21
  2%	-0.9	2%	·	-3%	0	0%	-11%	0.3
> O=C(Nc1ccccc1N1CCOCC1)c1cc(Cl)c2c(c1)OCO2
  4%	-0.4	5%	-5	-9%	-8	-3%	-7%	0.1
> CO/N=C(\Cn1ncc(N2CCCC2)c(Cl)c1=O)c1ccc(Cl)cc1
  8%[57.1 µM]	-0.6	2%	1	-8%[57.1 µM]	-1	0%	-30%	-0.8
> Cc1ccc(CNC(=O)C2CCC(=O)N(CCc3ccc(Cl)cc3)C2)s1 (centres undefined)
  -12%	-0.2	1%	11	-9%	-8	-5%	-10%	0.6
> CC(=O)c1ccc(OCC(O)CN2CCN(S(=O)(=O)c3c(C)c(C)cc(C)c3C)CC2)cc1 (centres undefined)
  ?	2.2	-8%	-6	5%	21	2%	-24%	1.5
> Cc1ccc(S(=O)(=O)N[C@H](C(=O)N2CCC(C(=O)N[C@H](C(=O)O)c3ccccc3)CC2)C(C)C)cc1
  -9%	0.0	0%	-9	-9%	-5	-2%	-25%	0.4
> Cc1sc(NC(=O)CN2CCN(c3ccccn3)CC2)c(C#N)c1C
  1%	-0.1	-3%	3	-2%	-8	45%[activator]	-1%	1.0
> COc1cc(NC(=O)CC(C)n2ccnc2)cc(OC)c1 (centres undefined)
  19%	0.4	6%	10	8%	3	6%	-11%	0.8
> COc1ccc(C(=O)C[n+]2ccccc2C)cc1
  21%	0.0	0%	-5	14%	4	?	-11%	-0.4
> Nc1nc(N)c2nc(-c3ccccc3)c(N)nc2n1
  176%&-47%[activator][57.1 µM]	0.1	18%	-5	989%[activator]	0	-2%	-18%	0.9
> CC1CCCCC12NC(=O)N(CC(=O)Nc1cccnc1Cl)C2=O (centres undefined)
  14%	0.8	4%	·	2%	2	3%	-14%	·
> Clc1cccc(CNCCNCc2cccc(Cl)c2)c1
  23%[57.1 µM]	1.1	2%	-4	5%[57.1 µM]	0	-4%	-17%	-0.6
> O=C(CC1N=C2c3ccccc3N=C(SCC(=O)Nc3ccc(F)cc3)N2C1=O)NCc1ccco1 (centres undefined)
  8%[57.1 µM]	0.1	-13%	·	-2%[57.1 µM]	-1	2%	-18%	0.9
